SR-BI HDL uptake: mouse SR-BI HDL lipid transfer inhibition; Q61009; ldlA[mSR-BI] CHO cells, DiI-HDL uptake fluorescence, 3 h; inhibition, % at 12.5 µM; 320,000 tested, 0.96% active;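 active means mean replicate inhibition of at least 70% and a set share of replicates each scoring 70 or more; inconclusive means meets just one of the two criteria; inactive means fails both criteria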;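 further: 0% = median of neutral control wells and 100% = median of positive control wells; values of inactives mirror those of a sister screen read the other way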
HTR5A ag: activates human HTR5A in OPRM1-OPRD1 agonist counter-screen. HTR5A agonist assay, luminescence, cell-based. 340,000 tested, 0.61% active. AID 504692. activation, % at 9.3 µM; in the data active means activation mostly above about 9.5%, no sharp cut-off; inactive means mostly below about 7.6%;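 further: 0% = cells with vehicle only and 100% = reference agonist; strong numbers were not always called active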
Target sequence (P47898 whole entry, looked up): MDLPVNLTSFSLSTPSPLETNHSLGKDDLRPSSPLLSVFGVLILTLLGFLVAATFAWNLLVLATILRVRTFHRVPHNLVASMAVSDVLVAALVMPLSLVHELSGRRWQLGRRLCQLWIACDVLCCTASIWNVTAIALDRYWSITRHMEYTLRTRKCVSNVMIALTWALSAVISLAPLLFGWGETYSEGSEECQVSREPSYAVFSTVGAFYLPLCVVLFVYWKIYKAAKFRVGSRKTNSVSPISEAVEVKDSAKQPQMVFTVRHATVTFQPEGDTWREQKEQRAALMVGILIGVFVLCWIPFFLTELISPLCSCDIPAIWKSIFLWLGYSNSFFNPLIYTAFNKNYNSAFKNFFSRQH
dFosB act: activators of mouse delta FosB homodimer; purified delta FosB, TAMRA-CDK5 oligo fluorescence polarization; percent of positive-control signal above neutral wells; activation, % at 25 µM; 340,000 tested, 0.99% active; AID 493131;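 active means mean activation above about 17%, with every replicate also reaching it, limit read from the data, passing the limit was not always enough; inconclusive means only one of the two conditions met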;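 further: fluorescence polarization rise as delta FosB binds a TAMRA Cdk5 AP-1 oligo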
SR-BI DiI-HDL act: enhances SR-BI lipid uptake from DiI-HDL. CHO ldlA[mSR-BI] cells, DiI-HDL uptake fluorescence, 3 h; 100 = double the neutral-control signal. activation, % at 12.5 µM. AID 504775. 320,000 tested, 0.096% active;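 active means mean replicate activation of at least 60% and every replicate at or above 60%; inconclusive means mean or all-replicate condition met, but not both; inactive means mean below 60% and not all replicates reaching 60%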;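 further: 0% = median plate neutral-control signal and 100% = twice that signal; values of inactives mirror those of a sister screen read the other way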
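System: LDL receptor-deficient CHO ldlA cells overexpressing murine SR-BI | Timing: 3 h uptake period with compound, 37 °C | Medium: HEPES-buffered (25 mM, pH 7.4) F12 plus 0.5% BSA | Dosing: Single-point compound dose | Signal: Bottom-read fluorescence, 550/595 nm | Read-out: Retained DiI signal reflecting DiI-HDL uptake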
CDK5 p35 inh: CDK5/p35 (human) kinase inhibition; 330,000 tested, 0.01% active; inhibition, % at 10 µM; Recombinant CDK5/p35, ADP-Glo luminescence, 60 min; AID 488839; Q00535+Q15078;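 active means highest replicate inhibition of at least 50% and at least 75% of replicates reaching 50%; inconclusive means only one of the two criteria met; inactive means both criteria failed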;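 further: plate controls were DMSO neutral control for no effect and GW8510 at 10 µM for full effect; many of its hits are not listed in these tables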
Target sequence (Q00535 whole entry, looked up): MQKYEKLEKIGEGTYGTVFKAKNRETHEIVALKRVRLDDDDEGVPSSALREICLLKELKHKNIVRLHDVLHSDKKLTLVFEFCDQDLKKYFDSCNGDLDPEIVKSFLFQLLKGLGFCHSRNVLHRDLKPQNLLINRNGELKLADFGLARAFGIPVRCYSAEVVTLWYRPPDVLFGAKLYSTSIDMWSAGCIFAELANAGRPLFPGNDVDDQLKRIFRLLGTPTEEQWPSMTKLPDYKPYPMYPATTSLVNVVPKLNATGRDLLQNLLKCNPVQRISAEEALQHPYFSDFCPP
Target sequence (Q15078 whole entry, looked up): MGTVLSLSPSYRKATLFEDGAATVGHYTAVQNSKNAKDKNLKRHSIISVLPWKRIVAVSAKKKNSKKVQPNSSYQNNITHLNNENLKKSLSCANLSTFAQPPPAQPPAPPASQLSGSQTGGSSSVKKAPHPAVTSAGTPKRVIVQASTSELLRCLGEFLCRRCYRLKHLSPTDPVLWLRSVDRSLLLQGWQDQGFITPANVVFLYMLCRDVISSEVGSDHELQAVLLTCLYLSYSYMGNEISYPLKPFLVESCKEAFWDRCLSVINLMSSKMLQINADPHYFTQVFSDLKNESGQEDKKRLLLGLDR
PvdQ inh: blocks Pseudomonas aeruginosa PvdQ acylase activity; purified PvdQ acylase, fluorescence plate reader; inhibition, % at 10 µM; 340,000 tested, 0.063% active; AID 488965; in the data active means inhibition above about 30%, passing the limit was not always enough; inconclusive means no clear call, values can overlap the other calls;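 further: 0% = vehicle neutral wells and 100% = reference inhibitor wells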
Wnt bcat act: activators of Wnt/beta-catenin signaling; Wnt/beta-catenin reporter cell assay, activator, plate reader; activation, % at 9.35 µM; 300,000 tested, 1.2% active; in the data active means activation above about 30%, passing the limit was not always enough; inconclusive means no clear call, values can overlap the other calls;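 further: 0% = neutral control wells and 100% = positive control wells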
RTF Ca sens act: cardiac RTF calcium sensitization. P19429+P45379. IANBD-labeled TnC RTF fluorescence at EC20 calcium; 0% EC20 calcium, 100% full calcium. activation, % at 7.2 µM. 340,000 tested, 0.24% active;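 active means activation above the mean over all tested compounds plus 3 SD, cut at about 30% in these data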;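 further: rise in fluorescence read as greater calcium sensitivity of cardiac thin filaments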
MITF TRPM1 HTS: activators of MITF-driven TRPM1 promoter activity in SK-MEL-5 cells; SK-MEL-5 TRPM1-promoter luciferase, 24 h; % of positive control, neutral wells = 0; activation, % at 12.5 µM; 300,000 tested, 0.75% active; AID 588334;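 active means mean activation of at least 80% with every replicate also reaching 80%; inconclusive means mean reaches 80% but some replicate falls short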;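 further: 0% = neutral control wells and 100% = parthenolide positive control wells; values of inactives mirror those of a sister screen read the other way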
Rtt109 Vps75: inhibitors of Candida albicans Rtt109/Vps75 histone acetyltransferase; AID 540336; 330,000 tested, 0.16% active; Q5AAJ8; inhibition, % at 34.9 µM; purified Rtt109/Vps75, ThioGlo CoA-SH fluorescence, 4 h;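 active means inhibition of at least 50% in every replicate; inconclusive means best replicate reaches 50% inhibition but some replicates fall short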
Numbers without * were called inactive; ? = inconclusive; . = no result given.

The opening 2 records (preview)
SMILES	SR-BI HDL uptake	HTR5A ag	dFosB act	SR-BI DiI-HDL act	CDK5 p35 inh	PvdQ inh	Wnt bcat act	RTF Ca sens act	MITF TRPM1 HTS	Rtt109 Vps75
COc1cc(CO)c(Br)cc1OCC(=O)Nc1ccccc1C	25	0	5	-25	-0.2	3	0	-1	-11	.
Cc1cc(NC(=O)C2CCCC2)nc2c1c(=O)oc1ccccc12	31	-1	-33	-31	1.2	-3	.	-4	-4	-4

Main list, previewed entries included:
SMILES	SR-BI HDL uptake	HTR5A ag	dFosB act	SR-BI DiI-HDL act	CDK5 p35 inh	PvdQ inh	Wnt bcat act	RTF Ca sens act	MITF TRPM1 HTS	Rtt109 Vps75
COc1cc(CO)c(Br)cc1OCC(=O)Nc1ccccc1C	25	0	5	-25	-0.2	3	0	-1	-11	.
Cc1cc(NC(=O)C2CCCC2)nc2c1c(=O)oc1ccccc12	31	-1	-33	-31	1.2	-3	.	-4	-4	-4
CCOc1ccc(C(=O)Nc2cc(-c3nc4ccccc4[nH]3)ccc2Cl)cc1[N+](=O)[O-]	?	5	-20	-70	-2.6	-8	5	1	7	5
COc1ccccc1NS(=O)(=O)c1cc(N)ccc1N1CCCCC1	3	-2	-9	-3	-21	-11	0	5	-6	-2
COc1ccc(C(=O)N/C(=C/c2cccs2)c2nc3ccccc3[nH]2)cc1OC	-1	0	-5	1	-0.2	0	.	-6	7	6
C[C@H](CO)N1C[C@H](C)[C@@H](CN(C)C)Oc2c(NS(=O)(=O)c3cn(C)cn3)cccc2C1=O	-7	3	4	7	-0.4	-10	-2	3	-3	10
CCCN(CC(=O)Nc1ccccc1C)C(=O)C1CCN(S(=O)(=O)c2ccc3c(c2)OCCO3)CC1	-2	4	-7	2	-0.4	-3	0	-4	11	20
CCNC(=O)c1nc[nH]c1C(=O)NCC	-16	0	1	16	0.6	2	.	4	-2	-2
CCOc1ccccc1Nc1nnc(SC(C)C(=O)Nc2nc(-c3ccccc3)cs2)s1 (stereo not drawn)	41	4	1	-41	-0.3	-9	-8	9	-13	-9
O=C(O)C1CCCC[C@H]1C(=O)Nc1ncc([N+](=O)[O-])s1 (stereo partly drawn)	-20	5	-3	20	1.0	0	9	-9	15	4
CCn1c(SCC(=O)Nc2cc(NC(C)=O)ccc2OC)nnc1-c1ccccn1	-3	4	-9	3	1.0	-7	.	0	1	-2
Cc1ccc(C(=O)N(C)c2nnc(-c3ccncc3)s2)cc1	-11	5	-17	11	0.0	-7	0	4	43	12
Clc1c(CSc2nc3ccccc3o2)nc2ccccn12	14	0	-6	-14	-0.2	1	.	-5	9	6
O=C(Nc1cccc(Cl)c1N1CCCCC1)c1ccc2c(c1)OCCO2	65	-9	-9	-65	-1.0	-13	.	4	5	-4
N#CC(C(=O)C1CCCCC1)c1nc2ccccc2[nH]1 (stereo not drawn)	7	4	-1	-7	-0.2	2	.	0	24	1
CCC1(c2ccc(F)cc2)NC(=O)N(CC(=O)N2CC(=O)Nc3ccccc32)C1=O (stereo not drawn)	-4	0	-11	4	-1.1	-13	2	5	6	-7
Nn1c(SCC(=O)Nc2cccc(F)c2)nnc1C1CCCCC1	-16	0	-15	16	1.1	-5	-3	0	6	-10
CCOC(=O)c1ccc(NC(=O)c2cccc(S(=O)(=O)N3CCN(C(C)=O)CC3)c2)cc1	61	12*	-13	-61	-1.9	-11	-3	13	-3	4
COc1ccccc1-n1c(SC)nc(O)cc1=O	0	-2	4	0	-3.3	-6	-5	0	-2	19
O=c1c2cc(-c3ccccc3)sc2nc2n1N=C(c1ccccc1)CS2	-7	-1	-1	7	0.6	-11	2	-3	.	-1
O=C(CSCc1ccc(F)cc1)NCc1ccc2c(c1)OCO2	9	6	-5	-9	-5.7	-4	-33	-1	-4	1
COc1cc(Br)cc2cc(C(=O)N3CCN(c4ccccn4)CC3)c(=O)oc12	9	-8	0	-9	-6.4	-14	.	-4	1	9
CCc1cc2c(=O)c(-c3nc4ccccc4n3C)coc2c(CN2CCCC(C)C2)c1O (stereo not drawn)	26	-2	-3	-26	0.9	-15	-1	3	-1	3
NC(=O)c1cc2ccccc2o/c1=N\NC(=O)c1ccccc1O	-9	-3	-10	9	0.5	4	0	-8	23	8
Cc1cc(C)c2nc(NC(=O)c3ccc([N+](=O)[O-])o3)sc2c1	32	-1	-9	-32	0.5	0	-1	1	-14	-2
O=C(C1CCN(Cc2ccc(F)cc2)CC1)N(CCc1ccccc1)Cc1ccccc1	-45	1	-9	45	-1.9	4	.	-1	22	21
CC(OC(=O)C1CCCC1)C(=O)Nc1ncc(Cl)cc1Cl (stereo not drawn)	-14	-4	-5	14	1.4	0	1	2	-4	-1
Cn1cc2c(=O)n(/N=C/c3ccccc3)cnc2n1	2	3	-9	-2	0.1	-13	-1	7	6	12
O=C(c1cccc2ccccc12)N1CCCCC1	7	12	-9	-7	1.2	-9	0	3	-4	3
CC1CC(C)CN(S(=O)(=O)c2cc3c4c(c2)CCN4C(=O)CC3)C1 (stereo not drawn)	5	4	-6	-5	-0.1	0	2	-9	-5	-8
CCc1ccc(N2C(=O)C3ON(c4ccccc4)C(c4ccco4)C3C2=O)cc1 (stereo not drawn)	4	2	-8	-4	-0.1	-24	-3	-1	7	3
O=C(/C=C/c1ccccc1O)c1ccccc1	0	4	-6	0	1.5	1	13	-3	12	6
Cc1ccsc1C(=O)OCC(=O)N1CCN(C(=O)c2ccco2)CC1	-12	4	0	12	1.2	2	-8	-4	11	.
COC(=O)C1OC2(OC1C(=O)OC)c1ccccc1-c1ccccc12 (stereo not drawn)	-18	0	7	18	0.3	-11	-1	1	.	2
CCN(C(=O)Cn1c(=O)n(Cc2ccccc2)c(=O)c2ccccc21)c1cccc(C)c1	-35	-3	-1	35	1.8	-5	-1	1	.	-2
COC(=O)N1C(=O)[C@](c2ccccc2)(C(C)C)N1C(=O)OC	-44	-6	4	44	2.3	-16	-1	7	-11	-3
O=S(=O)(NCc1ccccc1)c1ccc(S(=O)(=O)NCC2CCCO2)cc1 (stereo not drawn)	0	3	-3	0	-1.2	12	-1	-3	0	5
O=C1c2[nH]nc(-c3ccccc3O)c2C(c2ccccc2)N1Cc1ccco1 (stereo not drawn)	-13	7	-3	13	-1.0	5	0	-9	.	19
COc1ccc(-c2csc(NC(=O)c3ccccc3S(C)(=O)=O)n2)cc1	42	2	1	-42	-0.4	1	-1	0	7	15
Cc1cccc(NC(=O)c2ccc(S(=O)(=O)N3CCCCCC3)cc2)n1	27	-1	-9	-27	-2.7	-9	0	2	28	7
Oc1ccc(-n2cccc2/C=N/n2cnnc2)cc1	-9	1	0	9	-1.8	8	-3	1	2	6
O=C(Nc1cccc(S(=O)(=O)N2CCCC2)c1)c1cncc(Br)c1	33	1	-8	-33	1.1	-10	1	2	15	-16
CC(=O)c1ccc(NC(=O)CCc2c(C)nc3ncnn3c2C)cc1	-9	-2	-15	9	-0.9	5	23	1	17	-3
Cc1cc2ncc(-c3cccs3)nc2cc1C	-1	1	-5	1	2.8	-12	0	2	-6	4
O=C(O)C1C2C=CC(C2)C1C(=O)Nc1cccc(C(F)(F)F)c1 (stereo not drawn)	-3	1	6	3	0.9	0	-1	0	-10	6
CSc1ccc(C2=CC(=O)C[C@H](c3ccc4c(c3)OCO4)C2)cc1	9	0	-19	-9	1.3	-9	0	1	0	-3
CC1(c2cccc(Br)c2)NC(=O)N(CC(=O)Nc2cccnc2Cl)C1=O (stereo not drawn)	6	3	1	-6	0.2	-17	-1	4	-4	-13
Cc1ccc(C(=O)N(CC(C)C)c2nc3ccccc3s2)o1	5	3	-3	-5	0.7	-11	5	-4	.	-1
COc1ccccc1C(=O)COC(=O)c1cc(S(=O)(=O)N2CCCCC2)ccc1N1CCOCC1	-3	2	2	3	-3.0	-18	1	0	-2	3
CC(=O)CSc1nsc(SCC(C)=O)c1C#N	5	-1	-7	-5	0.9	6	.	-8	.	15
CCOC(=O)/C(C#N)=C\c1ccc(OCC(=O)Nc2ccc(C)cc2C)c(OC)c1	22	-1	-4	-22	1.2	8	2	-1	-6	0
CCN(CC)C(=O)Cn1c(=O)c2ccccc2n2c(=S)sc(-c3cccc(C)c3)c12	43	2	-1	-43	1.1	11	1	9	-22	0
COCCn1c(=O)[nH]c2cc(C(=O)NCCN3CCN(c4cccc(Cl)c4)CC3)ccc2c1=O	-2	4	-11	2	0.4	-11	-4	5	.	3
CCCNC(=S)N(Cc1cc2cc(C)ccc2n2nnnc12)CC(C)(C)CN(C)C	-8	5	2	8	0.4	-8	-1	-3	.	-10
Cc1cc(C)cc(OCC(=O)NC2=NCCS2)c1	-13	3	2	13	0.7	-7	2	6	4	3
CC(C)NC(=O)Cn1nnc(-c2cccc(NC(=O)c3ccccc3F)c2)n1	22	5	2	-22	0.4	2	.	5	14	-9
CC(=O)Nc1ccc(NC(=O)C(C)OC(=O)C2CCN(S(=O)(=O)c3ccccc3C(F)(F)F)CC2)cc1 (stereo not drawn)	3	1	3	-3	1.3	-8	0	-3	17	1
Cc1ccc(O)c(NC(=O)C2CCCCC2)c1	.	4	-7	.	0.8	-6	-2	-4	-2	1
Cc1ncc(CO)c2cc(C(=O)Nc3cccc(F)c3)c(=Nc3cccc(C(N)=O)c3)oc12	-11	-7	-5	11	-1.2	-6	-2	0	-5	-7
CCCOc1ccc(N2C(=O)CC(NCCCN3CCC(C(N)=O)CC3)C2=O)cc1 (stereo not drawn)	.	3	-8	.	0.1	-11	.	3	-4	1

(continued)
SMILES	SR-BI HDL uptake	HTR5A ag	dFosB act	SR-BI DiI-HDL act	CDK5 p35 inh	PvdQ inh	Wnt bcat act	RTF Ca sens act	MITF TRPM1 HTS	Rtt109 Vps75
CN1C(=O)c2cccc3c(S(=O)(=O)Nc4ccc(O)c(C(=O)O)c4)ccc1c23	.	3	-4	.	-0.7	2	-1	-5	-1	6
CCCC(=O)N(CCc1ccccc1)Cc1nc2ccccc2c(=O)[nH]1	-9	-2	-12	9	2.3	-14	0	6	-5	3
O=C1CCCN1Cc1ncnn1-c1ccccc1	-16	-5	-12	16	-0.5	-10	-3	-3	-15	-7
Cc1cccc(NC(=O)C(C)Oc2ccc(C)nc2[N+](=O)[O-])c1 (stereo not drawn)	15	3	6	-15	0.4	-22	0	-2	10	-3
COc1ccc(CCNCC(=O)Nc2c(C)cc(C)cc2C)cc1OC	-12	-2	0	12	-0.5	-8	-1	-3	2	1
NS(=O)(=O)c1ccc(Sc2ccc3c(c2)CCC3)nc1	-15	4	0	15	-0.5	-3	-1	-2	-8	-3
COc1ccccc1NC(=O)c1cc(C(=O)Nc2ccccc2OC)n(C)n1	3	3	-8	-3	-0.8	-7	6	11	-3	4
O=C(CCC1CCCCC1)NNC(=O)NC12CC3CC(CC(C3)C1)C2	-14	0	-10	14	-0.5	1	.	-5	5	17

Outcome played no part in choosing rows; about 4.4% have a hit in one of these screens.
